ST2 inh: blocks human ST2 binding to IL-33. inhibition, % for hits at 17 µM. Q01638. actives 2.3% (n = 78,000). AlphaLISA ST2-Fc/biotin-IL-33 interaction, 1 h. AID 1259354; in the data active = inhibition above about 30%
Calls only; i = inactive.

SMILES	ST2 inh
C=C[C@H]1CN2CC[C@H]1C[C@H]2[C@H](O)c1ccnc2ccc(OC)cc12	i

Only part of the results is shown; count on the stated rates, not on these rows.
